Assay outcomes (PubChem BioAssay)
aSyn tox rescue – qHTS of alpha-syn Inhibitors: NCGC Sytravon Library Screen. S. cerevisiae alpha-synuclein toxicity rescue, BacTiter-Glo growth, 24 h. Potency, µM (highest dose often 46.1 µM), for inactives: at the top dose growth rescue (activation), hits mostly activators. 94,000 tested, 0.02% active; active = well fitted activation curve with a large enough effect; inconclusive = small, poorly fitted or top-dose-only effect; also: 0% is about no effect
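Growth restoration measured by BacTiter-Glo luminescence after 24 hr at 30 deg C; alpha-synuclein yeast, raffinose-pregrown to mid-log, were added at OD600=0.02 in galactose medium onto pinned compounds.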
The depositor's hits bear a star; ? = inconclusive; [ ] = dose if it differs, or a comment. Potency is read from the fitted curve at half-maximal effect. The list is partial. The share of hits here may be higher or lower than overall.

SMILES	aSyn tox rescue
O=C1[C@H]2[C@@H](c3ccc(C(F)(F)F)cc3)N[C@]3(CCCN(CC4CCCCC4)C3=O)[C@H]2C(=O)N1Cc1ccccc1	1%
O=C(NCc1ccccc1)C(c1cccnc1)N(C(=O)c1ccccn1)c1ccccc1F (stereo not given)	-6%
O=C(Nc1ccc(S(=O)(=O)N2CCOCC2)cc1)c1ccc(S(=O)(=O)N2CCOCC2)cc1	-45%[inhibitor]
Cc1cc(/C=C2\Cc3ccccc3C2=O)c(C)n1-c1ccccc1	-7%
CCOc1ccccc1NC(=O)CCc1c(C)nc2c3cccnc3nn2c1C	-10%
CCN(C(=O)c1cn(C)c(=O)c2ccccc12)c1cccc(C)c1	-2%
CCCCOc1ccc(C(=O)N(Cc2ccco2)Cc2ccco2)cc1	3%
CSCCC(NC(=O)c1ccccc1Br)C(=O)NNC(=O)c1csc(N2CCOCC2)n1 (stereo not given)	-35%[inhibitor]
CCOCCn1ccc2c(OCC(=O)Nc3ccccc3F)cccc2c1=O	-10%
COc1ccc(NC(=O)CCCn2c(=O)c3cccn3c3cccnc32)cc1Cl	-16%
COCC#Cc1ccc2c(c1)O[C@@H](CN(C)C(=O)Nc1ccc(OC)cc1)[C@H](C)CN([C@H](C)CO)S2(=O)=O	5%
Cc1ccc(S(=O)(=O)N2CCCN(C(=O)c3ccc(-n4nccc4C)cc3)CC2)cc1	-12%
COc1cc(OC)cc(-n2nnc(-c3nc(-c4ccccc4Cl)no3)c2N)c1	-10%
CCCc1cc(=O)oc2cc(C)cc(OC(C)C(=O)NCC3CCC(C(=O)O)CC3)c12 (stereo not given)	5%
Cc1ccc(-c2cc3nc(C)cc(N4CCN(C(=O)c5ccoc5)CC4)n3n2)cc1	14%
CCN(CC)c1ccc(N)cc1S(=O)(=O)Nc1ccc(OC)cc1	3%
Cc1ccc(C(=O)OCC(=O)NCCNC(=O)COC(=O)c2ccc(C)o2)o1	4%
COc1ccc(NC(=O)COC(=O)Cc2cccs2)cc1Cl	3%
COc1cccc(-c2nc(SCc3ccc(C)cc3)n3[nH]c(=O)cc3n2)c1	-15%
COc1ccc(-c2nc(=S)c3c(n2Cc2cccnc2)CC(C)(C)OC3)cc1	-3%
Cn1c(=S)[nH]c2[nH]c(=O)cnc2c1=O	10%
CC(=O)Nc1ccc(NC(=O)CSC2=NS(=O)(=O)c3cc(Cl)ccc3N2)cc1	-5%
COC(=O)c1ccc(Cn2cc(Cl)cn2)o1	-3%
C[C@H](O)C#Cc1ccc2c(c1)O[C@@H](CN(C)C(=O)c1ccncc1)[C@@H](C)CN([C@H](C)CO)S2(=O)=O	-10%

17 entries from above, as a markdown table.
| Compound | aSyn tox rescue |
| --- | --- |
| CCOc1ccccc1NC(=O)CCc1c(C)nc2c3cccnc3nn2c1C | -10% |
| CCN(C(=O)c1cn(C)c(=O)c2ccccc12)c1cccc(C)c1 | -2% |
| CCCCOc1ccc(C(=O)N(Cc2ccco2)Cc2ccco2)cc1 | 3% |
| CSCCC(NC(=O)c1ccccc1Br)C(=O)NNC(=O)c1csc(N2CCOCC2)n1 (stereo not given) | -35%[inhibitor] |
| CCOCCn1ccc2c(OCC(=O)Nc3ccccc3F)cccc2c1=O | -10% |
| COc1ccc(NC(=O)CCCn2c(=O)c3cccn3c3cccnc32)cc1Cl | -16% |
| COCC#Cc1ccc2c(c1)O[C@@H](CN(C)C(=O)Nc1ccc(OC)cc1)[C@H](C)CN([C@H](C)CO)S2(=O)=O | 5% |
| Cc1ccc(S(=O)(=O)N2CCCN(C(=O)c3ccc(-n4nccc4C)cc3)CC2)cc1 | -12% |
| COc1cc(OC)cc(-n2nnc(-c3nc(-c4ccccc4Cl)no3)c2N)c1 | -10% |
| CCCc1cc(=O)oc2cc(C)cc(OC(C)C(=O)NCC3CCC(C(=O)O)CC3)c12 (stereo not given) | 5% |
| Cc1ccc(-c2cc3nc(C)cc(N4CCN(C(=O)c5ccoc5)CC4)n3n2)cc1 | 14% |
| CCN(CC)c1ccc(N)cc1S(=O)(=O)Nc1ccc(OC)cc1 | 3% |
| Cc1ccc(C(=O)OCC(=O)NCCNC(=O)COC(=O)c2ccc(C)o2)o1 | 4% |
| COc1ccc(NC(=O)COC(=O)Cc2cccs2)cc1Cl | 3% |
| COc1cccc(-c2nc(SCc3ccc(C)cc3)n3[nH]c(=O)cc3n2)c1 | -15% |
| COc1ccc(-c2nc(=S)c3c(n2Cc2cccnc2)CC(C)(C)OC3)cc1 | -3% |
| Cn1c(=S)[nH]c2[nH]c(=O)cnc2c1=O | 10% |

Other entries.
SMILES	aSyn tox rescue
Cc1nc2ccc(S(=O)(=O)NC(C(=O)NCc3ccc(Cl)cc3)C(C)C)cc2s1 (stereo not given)	0%
CC(C(=O)Nc1ccc(OC(F)(F)F)cc1)N1Cc2ccccc2C1=O (stereo not given)	6%
O=C(NCCc1csc(-c2ccccc2)n1)c1c(F)cccc1F	0%
N=C1SCC(=O)N1c1ncc(Cc2ccccc2Cl)s1	10%
CC(=O)NC12CC3CC(C1)CC(C(=O)N1CCN(S(=O)(=O)c4ccccc4C#N)CC1)(C3)C2	-3%
COc1cc2c(cc1OC)C(C)N(S(=O)(=O)c1ccc(C)cc1)CC2 (stereo not given)	3%
COc1ccc(S(=O)(=O)N2CCCCCC2)cc1C(=O)N(C)Cc1ccc(OC)c(OC)c1OC	6%
Cc1ccc(C(=O)N2CCN(c3ccc(F)cc3)CC2)cc1NC(=O)c1nsc2ccccc12	-7%
COc1ccc2sc(N(Cc3cccnc3)C(=O)CCc3ccccc3)nc2c1	?
CCOC(=O)N1CCN(Cc2cn[nH]c2-c2cc3ccccc3o2)CC1	-15%
CCN(C(=O)CSc1nc2ccc(O)cc2c(=O)n1-c1ccc(OC)c(OC)c1)C1CCS(=O)(=O)C1 (stereo not given)	3%
CCOc1ccc(S(=O)(=O)N2CCOCC2)cc1NC(=O)CN1C(=O)NC2(CCCC2)C1=O	-8%
CCOC(=O)c1c(NC(=O)/C=C/c2ccc(OCC)cc2)sc2c1CCC2	-8%
Cc1ccnc(NS(=O)(=O)c2ccc(NC(=O)c3cccc(Cl)c3)cc2)n1	6%
Cc1ccc(CSc2nnc3[nH]c(=O)cc(-c4ccccc4)n23)cc1	0%
Cc1ccc(S(=O)(=O)NCCc2nnc3ccc(N4CCOCC4)nn23)cc1	-7%
COc1ccc(Cn2c(=O)n(-c3ccc(OC)cc3)c(=O)c3c2c2cc(OC)ccc2n3C)cc1	-9%
O=C(Cn1c(-c2cccs2)cc2ccccc21)N1CCN(c2ccccc2F)CC1	2%
CCCCCCC(=O)N1CCCC(c2nc(-c3cccc(OC)c3)no2)C1 (stereo not given)	-7%
O=C(Cn1c(=O)nc(-c2ccccc2)c2ccccc21)N1CCN(c2ccc(F)cc2)CC1	1%
CCCS(=O)(=O)c1c(S(=O)(=O)CCC)c2cc(C(C)(C)C)ccn2c1C(=O)c1ccccc1	-15%
COC(=O)c1cc(=O)c2c([N+](=O)[O-])ccc(OC)c2o1	-5%
CCN1C(=O)c2ccccc2S(=O)(=O)c2ccc(C(=O)NCc3ccccc3OC)cc21	3%
O=S(=O)(NC1CCCC1)c1ccc(F)cc1F	2%
Cc1ccc(Cl)cc1-n1ncc2c(NCCc3ccccc3)ncnc21	-13%
COc1ccc(S(=O)(=O)Nc2ccc3c(c2)[C@H]2C[C@H](CC(=O)NCC4CC4)O[C@@H](CO)[C@H]2O3)cc1	7%
CCOc1ccccc1-n1nnnc1SCC(=O)NC(=O)Cc1ccccc1	-4%
NC(=O)NCc1cccnc1	-2%
O=C(CN1C(=O)C2(SCC(=O)N2c2ccc(F)cc2)c2ccccc21)NCCc1ccccc1 (stereo not given)	6%
CSc1nc2sc3c(c2c(=O)n1-c1ccc(C)c(Cl)c1)CCN(C(C)=O)C3	5%
COc1cc(/C=N/NC(=S)Nc2cccnc2)cc(OC)c1O	-5%
CCOC(=O)c1[nH]c2c(c1Cc1ccccc1OC)C(=O)CC(c1ccccc1)C2 (stereo not given)	-7%
CCCc1cc(C(=O)NCCc2ccccc2)no1	-6%
Nc1ccc(CCCC(=O)NCc2cccnc2)cc1	-2%
CCn1ccnc1CN1CCc2c([nH]c3ccccc23)C1C1CCCCC1 (stereo not given)	-11%
Clc1cccc(N2CCN(c3nc4ccccc4c4nc(-c5cccnc5)nn34)CC2)c1	-3%
CCOc1nc(NC(=O)NS(=O)(=O)Oc2ccccc2Cl)nc(-c2ccccc2)n1	-1%
COC(=O)/C=C1/SC(=NC(=O)c2ccc(Cl)cc2)NC1=O	-2%
CN(CCOc1ccccc1)CC(=O)Nc1cccc(C#N)c1	7%
Cc1cc(C)c2c(=O)cc(CSCC(=O)Nc3ccccc3Cl)[nH]c2c1	8%
CCCCc1cc(=O)oc2cc(OCC(=O)NCC3CCC(C(=O)O)CC3)ccc12 (stereo not given)	-5%
COc1cc(-c2cc(C(=O)O)c3cc4ccccc4cc3n2)cc(OC)c1OC	8%
CC(NC(=O)CNC(=O)c1sc2ccccc2c1Cl)c1ccc(S(N)(=O)=O)cc1 (stereo not given)	2%
COc1ccc(C(=O)NCc2nnc(SCC(=O)Nc3nnc(C)s3)o2)cc1OC	5%
COc1ccc2c(c1)c1c(c(=O)n(-c3ccc(C)cc3)c(=O)n1CC(=O)N1CCCC1)n2C	-11%
CCn1cc(C(=O)NC(C)CCc2ccccc2)c(=O)c2cc(S(=O)(=O)N(C)C)ccc21 (stereo not given)	-9%
CCc1ccc(S(=O)(=O)N2CCN(c3ccc(Cl)c(Cl)c3)CC2)cc1	5%
Cc1c(CCC(=O)O)c(=O)oc2c(C)c(OCc3cc4c(cc3Cl)OCO4)ccc12	8%
COc1ccc2[nH]c3c(=O)n(CCN4CCOCC4)cnc3c2c1	-1%
CCc1cccc(NC(=O)CSc2nc3ccccc3nc2N2CCCCC2)c1	-4%
CCOc1ccc(C2c3cc(OCC)c(OCC)cc3CC(=O)N2c2ccc(C(=O)O)cc2)cc1OCC (stereo not given)	-16%
Cc1ccc([C@@H]2C[C@H]3[C@@H](CN2S(=O)(=O)c2ccc(Cl)cc2)C(=O)C[C@@H](c2cccc(Cl)c2)N3S(=O)(=O)c2ccc(C)cc2)cc1	5%
Cc1ccc(S(=O)(=O)NCC(=O)N(CC(=O)NCc2ccco2)Cc2ccc(F)cc2)cc1	2%
COc1cc(NC(=O)c2cc(C)on2)cc(C(=O)Nc2cccc(C(F)(F)F)c2)c1	-15%
O=C(c1cc(COc2c(F)cccc2F)on1)N1CC[C@@H]2CCCC[C@H]2C1	5%
CCCCN1CC(c2nc3ccccc3n2CCCCOc2ccc(C)cc2C)CC1=O (stereo not given)	20%
Nc1nc2ccc(Br)cc2s1	-17%
CCOc1ccc(N2CC(NS(=O)(=O)c3cccs3)CC2=O)cc1 (stereo not given)	-5%
COc1ccc(-c2c(C)nn3c(-c4ccccc4)cc(C)nc23)cc1	9%
Cc1c(Cl)cccc1NC(=O)Cn1c(CCC(=O)O)ccc1-c1cccs1	5%

New compounds follow:
SMILES	aSyn tox rescue
Cc1ccc(C)c(Cn2c(=O)n(CCCCC(=O)NCc3ccccc3Cl)c(=O)c3ccccc32)c1	-10%
CCN(CC)S(=O)(=O)c1ccc(Cl)c(C(=O)NC(C)C(c2cccs2)N2CCCC2)c1 (stereo not given)	2%
COCCCN1C(=O)c2[nH]nc(-c3ccccc3O)c2C1c1ccc(OCc2ccccc2)cc1 (stereo not given)	1%
O=C(Nc1ccccc1Br)c1cc(CN2CCCC2)on1	-8%
COc1ccc(CCNC(=O)C(=O)NCC(c2ccco2)S(=O)(=O)c2cccs2)cc1OC (stereo not given)	-12%
CCOC(=O)/C(=N/O)C1=NC(C)(C)Cc2cc(C)c(C)cc21	10%
CCN(CC)CCCn1c2c(c(SCC(=O)Nc3ccc(C)c(F)c3)nc1=O)CCC2	4%
CCN(CC)c1ccc(NC(=O)CCc2c(C)nc3ncnn3c2C)c(C)c1	-4%
Cc1ccc(NC(=O)C(Cc2ccccc2)NS(=O)(=O)c2ccc3c(c2)c(=O)n(C)c(=O)n3C)c(C)c1 (stereo not given)	2%
Cn1c(=O)c2c(nc(Cl)n2CC(=O)NC2(C#N)CCCCC2)n(C)c1=O	-4%
COc1ccc(N2CC(C(=O)NCCS(=O)(=O)N3CCN(c4ccccc4)CC3)CC2=O)cc1 (stereo not given)	-4%
COc1ccc(S(=O)(=O)Nc2cccc(C(C)=O)c2)cc1Br	-5%
CC1CN(C(=O)COC(=O)c2ccc(N)c([N+](=O)[O-])c2)CC(C)O1 (stereo not given)	3%
O=C(O)c1ccc(Cn2cnc3cccnc32)cc1	6%
CCN(CC)CC#CCC(O)(c1ccccc1)C1CCCCC1 (stereo not given)	3%
N#Cc1c[nH]n2c(NC3CCCC3)c(-c3ccc(Br)cc3)nc12	2%
O=C(COc1ccc2c(c1)OCO2)Nc1nncs1	6%
CCOc1ccc(NC(=O)c2c(NC(=O)c3cccs3)sc3c2CCC(C(C)(C)C)C3)cc1 (stereo not given)	-16%
Cc1nc(C(=O)NCC(=O)c2ccc(Cl)cc2)c(C(F)(F)F)o1	-9%
O=c1[nH]c(Nc2ccc3c(c2)OCCO3)nnc1Cc1ccccc1	2%
CCc1ccccc1NC(=O)c1cc(-c2ccc(Cl)s2)nc2ccccc12	8%
CSc1cccc(NC(=O)c2ccc3c(c2)CCCN3S(C)(=O)=O)c1	-4%
COc1ccc(S(=O)(=O)Cc2ccc(C(=O)NCc3ccccn3)o2)cc1	4%
CCc1cccc(C)c1NC(=S)NCC1CCN(c2ccc(OC)cc2)C1 (stereo not given)	4%
Cc1ccc(NC(=S)NNC(=S)NNc2ccccc2)cc1C	-28%
Nc1nnc2cc(Br)ccc2n1	1%
Cc1cccc(NC(=O)CCN2CCN(c3ccccc3F)CC2)c1	-5%
